Pf apPOL block = Pf-apPOL DNA polymerase inhibition. Recombinant Pf-apPOL, molecular beacon fluorescence, 1.5 h. 210,000 compounds, 0.25% hits. AID 1794808. inhibition, % at 10 µM
mHTT CaM bind = disrupts binding of mutant huntingtin to calmodulin; P42858; AlphaScreen His-mHTT/GST-CaM binding, luminescence; inhibition, % at 15 µM; 190,000 compounds, 3.6% hits;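 note: 0% = both proteins with DMSO and 100% = one protein alone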
Target sequence (P42858 whole entry, looked up, stated change not applied): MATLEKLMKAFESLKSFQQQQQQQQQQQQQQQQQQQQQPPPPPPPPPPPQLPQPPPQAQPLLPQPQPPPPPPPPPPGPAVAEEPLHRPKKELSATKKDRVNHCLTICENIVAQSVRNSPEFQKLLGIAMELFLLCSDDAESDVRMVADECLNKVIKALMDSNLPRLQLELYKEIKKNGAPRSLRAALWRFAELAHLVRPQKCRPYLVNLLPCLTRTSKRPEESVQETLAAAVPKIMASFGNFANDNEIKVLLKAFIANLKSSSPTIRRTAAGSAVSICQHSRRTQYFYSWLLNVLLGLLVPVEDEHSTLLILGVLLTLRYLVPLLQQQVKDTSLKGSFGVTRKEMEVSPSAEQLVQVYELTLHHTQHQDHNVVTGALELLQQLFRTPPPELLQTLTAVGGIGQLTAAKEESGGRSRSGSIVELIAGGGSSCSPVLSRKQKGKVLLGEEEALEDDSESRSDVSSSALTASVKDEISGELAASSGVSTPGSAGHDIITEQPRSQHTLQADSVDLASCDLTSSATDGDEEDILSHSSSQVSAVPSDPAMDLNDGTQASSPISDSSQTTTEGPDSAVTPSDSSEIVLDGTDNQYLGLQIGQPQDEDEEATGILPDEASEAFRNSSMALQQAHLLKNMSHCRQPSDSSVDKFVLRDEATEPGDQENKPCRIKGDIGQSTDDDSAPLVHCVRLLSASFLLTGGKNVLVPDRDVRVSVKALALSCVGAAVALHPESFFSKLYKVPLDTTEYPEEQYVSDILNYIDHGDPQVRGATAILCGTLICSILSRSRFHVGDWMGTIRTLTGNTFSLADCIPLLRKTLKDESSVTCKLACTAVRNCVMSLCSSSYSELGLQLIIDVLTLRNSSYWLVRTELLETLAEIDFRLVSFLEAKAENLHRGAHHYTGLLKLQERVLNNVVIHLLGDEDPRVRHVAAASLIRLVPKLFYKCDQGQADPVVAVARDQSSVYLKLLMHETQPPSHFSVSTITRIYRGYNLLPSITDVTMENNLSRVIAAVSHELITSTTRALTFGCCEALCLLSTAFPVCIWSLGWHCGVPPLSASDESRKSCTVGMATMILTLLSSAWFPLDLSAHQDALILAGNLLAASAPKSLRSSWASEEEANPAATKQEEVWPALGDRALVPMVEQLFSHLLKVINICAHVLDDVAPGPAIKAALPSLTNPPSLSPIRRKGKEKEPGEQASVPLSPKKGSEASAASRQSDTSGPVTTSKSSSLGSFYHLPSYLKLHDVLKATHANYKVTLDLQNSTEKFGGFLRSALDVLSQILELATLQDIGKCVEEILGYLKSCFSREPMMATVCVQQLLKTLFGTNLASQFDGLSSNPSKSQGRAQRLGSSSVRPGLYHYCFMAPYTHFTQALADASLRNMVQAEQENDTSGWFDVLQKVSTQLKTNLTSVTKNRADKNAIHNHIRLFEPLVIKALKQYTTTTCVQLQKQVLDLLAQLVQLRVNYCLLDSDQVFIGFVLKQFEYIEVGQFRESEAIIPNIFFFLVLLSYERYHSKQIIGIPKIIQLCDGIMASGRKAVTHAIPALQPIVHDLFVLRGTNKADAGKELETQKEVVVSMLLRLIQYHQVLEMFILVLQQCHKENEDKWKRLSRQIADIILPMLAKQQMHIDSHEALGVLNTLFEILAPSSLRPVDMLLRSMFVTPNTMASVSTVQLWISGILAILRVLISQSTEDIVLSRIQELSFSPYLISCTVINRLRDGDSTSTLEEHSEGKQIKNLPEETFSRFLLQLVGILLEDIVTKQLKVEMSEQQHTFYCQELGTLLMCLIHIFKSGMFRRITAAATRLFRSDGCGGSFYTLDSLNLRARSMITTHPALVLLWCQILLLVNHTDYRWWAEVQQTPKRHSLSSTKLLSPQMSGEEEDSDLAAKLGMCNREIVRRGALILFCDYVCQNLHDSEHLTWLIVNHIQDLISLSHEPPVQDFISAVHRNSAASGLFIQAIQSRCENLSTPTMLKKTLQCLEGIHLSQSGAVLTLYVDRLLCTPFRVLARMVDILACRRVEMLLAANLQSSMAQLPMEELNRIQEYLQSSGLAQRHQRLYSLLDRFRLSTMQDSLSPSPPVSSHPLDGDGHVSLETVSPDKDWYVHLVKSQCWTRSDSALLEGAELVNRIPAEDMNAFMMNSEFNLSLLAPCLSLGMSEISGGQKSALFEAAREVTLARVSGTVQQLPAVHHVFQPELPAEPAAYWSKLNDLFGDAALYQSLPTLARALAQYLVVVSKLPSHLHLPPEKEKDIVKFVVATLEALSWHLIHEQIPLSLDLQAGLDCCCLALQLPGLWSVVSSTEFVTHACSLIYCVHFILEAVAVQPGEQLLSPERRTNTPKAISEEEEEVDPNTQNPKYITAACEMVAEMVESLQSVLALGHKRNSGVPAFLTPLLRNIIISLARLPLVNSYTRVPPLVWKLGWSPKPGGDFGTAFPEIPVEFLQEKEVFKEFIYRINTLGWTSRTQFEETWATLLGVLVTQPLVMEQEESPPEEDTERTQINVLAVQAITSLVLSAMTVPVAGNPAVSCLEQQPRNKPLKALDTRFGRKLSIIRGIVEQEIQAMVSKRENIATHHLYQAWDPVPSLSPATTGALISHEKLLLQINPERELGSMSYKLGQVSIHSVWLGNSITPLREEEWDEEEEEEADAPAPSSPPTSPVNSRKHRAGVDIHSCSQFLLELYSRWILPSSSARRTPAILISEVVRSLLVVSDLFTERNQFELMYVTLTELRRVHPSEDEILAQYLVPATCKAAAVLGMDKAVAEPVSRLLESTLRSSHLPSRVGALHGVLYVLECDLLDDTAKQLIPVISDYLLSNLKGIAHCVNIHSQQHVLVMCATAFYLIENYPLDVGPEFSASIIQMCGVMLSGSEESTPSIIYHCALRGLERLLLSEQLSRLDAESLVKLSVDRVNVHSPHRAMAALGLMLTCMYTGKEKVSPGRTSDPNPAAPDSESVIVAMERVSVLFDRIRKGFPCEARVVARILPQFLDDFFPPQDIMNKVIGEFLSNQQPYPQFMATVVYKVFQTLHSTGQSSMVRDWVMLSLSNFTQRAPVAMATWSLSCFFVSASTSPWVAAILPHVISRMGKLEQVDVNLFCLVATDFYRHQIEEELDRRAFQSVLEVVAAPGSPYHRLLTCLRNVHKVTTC
An asterisk follows results filed as active; . = not tested or not shown; & = joins results of further samples. Cut-off read from the data, not from the text of the source: active = inhibition above about 50%; inactive = the rest.

cpd	molecule	Pf apPOL block	mHTT CaM bind
1	CC(C)C(=O)NCc1cccnc1-c1ccccc1	-13	-1
2	COCCCNC(=O)N1CCCC1c1ccccc1C (stereo not drawn)	-2	-5
3	CCOC1=NN(c2ccc([N+](=O)[O-])cc2)C(=O)/C1=C/c1cccc(OC)c1	4	25
4	O=C(C1=NN(c2ccccc2)C(=O)CC1)N1CCCCCC1	1	3
5	COC(=O)c1cc(OC)c(OC)cc1N1C(=O)c2ccccc2C1=O	-4	.
6	Cc1nn(C(=O)c2ccccc2)c(C)c1Sc1ccccc1	-2	-137
7	S=c1[nH]cc(-c2ccc(Cl)cc2)n1C12CC3CC(CC(C3)C1)C2	.	2
8	O=C1CSC2(C(=O)Nc3ccccc32)N1c1ccc(F)cc1 (stereo not drawn)	-1	-3
9	CC(C)CC1CCCC(CC(C)C)N1CCO (stereo not drawn)	.	-5
10	Cc1nc(C(=O)NCCc2ccncc2)c(C)n1C1CCN(S(C)(=O)=O)CC1	-6	11
11	CN(CCCNC(=O)C1CCc2nc(N3CCCC3)ncc2C1)c1ccccc1 (stereo not drawn)	-2	12
12	CCOC(=O)c1c(C)oc2cc(Br)c(O)cc12	-6	1
13	CC(C)c1cccc(N2C=C(C#N)S(=O)(=O)c3ccc(F)cc32)c1	-4	-6
14	Cc1ccccc1CNC(=O)c1ccc2c(c1)nc1n2CCCCC1	-7	7
15	CCC(=O)NC(c1ccccc1Cl)c1ccc2cccnc2c1O (stereo not drawn)	0	100*
16	CCn1cc(C(=O)Nc2ccc(Oc3ccccc3)cc2)c(=O)c2ccc(C)nc21	1	-6
17	O=C(NC(Cc1ccccc1)c1nnc(N2CCCCCC2)o1)C1CC1 (stereo not drawn)	-2	-1
18	O=C(c1ccccc1)c1cc(Cl)ccc1NC(=S)Nc1cccc(Cl)c1	-1	.
19	CCOc1ccc(Cn2c(Oc3ccc(F)cc3)nc3c2c(=O)n(C)c(=O)n3C)cc1OCC	10	2
20	COc1ccc(-c2csc(/C(C#N)=C/Nc3ccc([N+](=O)[O-])cc3)n2)cc1OC	-7	-2
21	CC(C)(C)N1C(=O)NC2C1NC(=O)N2C(C)(C)C (stereo not drawn)	-4	-6
22	O=C(NCc1ccco1)C(=O)Nc1ccncc1	0	-7
23	OC(CNC1CCCC1)COc1cccc2ccccc12 (stereo not drawn)	-1	10
24	O=C(NCCC1=CCCCC1)C(=O)Nc1cccc(Br)c1	-5	0
25	CC(C)(C)S(=O)(=O)C(C#N)=CN1CCC(n2cccc2)CC1	-8	.
26	CN(C)C(=O)c1ccc2c(c1)N(S(=O)(=O)c1ccccc1)CC2	-1	-5
27	CCOc1ccccc1C1CC(=O)Nc2n[nH]c(-c3ccc(Cl)cc3)c21 (stereo not drawn)	-1	10
28	NC(=NOC(=O)c1csnn1)c1ccc(-c2csnn2)cc1	3	.
29	COc1ccc2c(c1)NC(C)(C)C=C2C	.	18
30	CCS(=O)(=O)c1ccc2oc(=O)c(C=C(O)c3ccc(Br)cc3)nc2c1	-6	14
31	O=C(Nc1ccc(C(=O)N2CCCCC2)cc1)C1CC1	-3	-7
32	CN1c2ccc(F)cc2C(=O)NC12CCN(C(=O)Cc1ccc(Cl)cc1)CC2	0	30
33	COc1cc(C(=O)Nc2ncc(Cc3ccc(F)cc3)s2)cc(OC)c1OC	0	8
34	O=C1CC[C@@H]2CC3(C[C@@H]4CCN1[C@H]24)Nc1cc([N+](=O)[O-])ccc1NC3=NC1CCCCC1 (stereo partly drawn)	-2	58*
35	CCc1cc(C(=O)N2CCCC2c2ccc(C)cc2)no1 (stereo not drawn)	-2	-7
36	O=C(Nc1cccc(OC(=O)N(c2ccccc2)c2ccccc2)c1)N1CCOCC1	-1	39
37	CC1CN=C2C=C(N3CCN(C(=O)NCc4cccc(F)c4)CC3)N=CN21 (stereo not drawn)	2	4
38	CC1=C(C(=O)NCCCN(CC(C)C)CC(C)C)C2(CCCCC2)OC1=O	1	-11
39	O=C(NCc1cccs1)C1CCN(S(=O)(=O)c2ccc(Br)s2)CC1	-5	-4
40	Cc1cc(N2C(=O)c3ccc(F)cc3C2=O)no1	-1	-10
41	CCOc1ccc(NC(=O)CSc2nc3nc(C)cc(C)n3n2)cc1	-9	8
42	Cc1nc2c([nH]1)C1(CCN(Cc3ccccc3)CC1)C(C#N)=C(N)O2	-15	0
43	O=C(Nc1ccc2c(c1)OCO2)C1CCN(c2cc(N3CCCC3)ncn2)CC1	-6	61*
44	CCC(=O)Nc1ccc(F)c(Cl)c1	0	1
45	COc1ccc(C(=O)CSc2nnc(-c3ccco3)c(-c3ccco3)n2)cc1	-2	95*

Exported with two lines to a compound: 2 of the compounds above
Values run as follows: Pf apPOL block	mHTT CaM bind
[29] COc1ccc2c(c1)NC(C)(C)C=C2C
    .	18
[12] CCOC(=O)c1c(C)oc2cc(Br)c(O)cc12
    -6	1

Going on with the list:
cpd	molecule	Pf apPOL block	mHTT CaM bind
46	N#Cc1ccc(C(=O)N2CCCC(COc3cccc(C(=O)NC4CC4)c3)C2)cc1 (stereo not drawn)	-4	3
47	Cc1ccc(-n2nc3c(c2NC(=O)C2CCCC2)CS(=O)(=O)C3)c(C)c1	-4	4
48	CCCCN(CC)C(=O)C1CCCN(c2ncc(-c3ccc(F)cc3)cn2)C1 (stereo not drawn)	0	-11
49	C[n+]1cccc(C2CCCCN2C(=O)C2(c3ccccc3)CCCC2)c1 (stereo not drawn)	-4	-9
50	COc1ccc(NC2OC(CO)C(O)C2O)c([N+](=O)[O-])c1 (stereo not drawn)	0	3
51	COCCCN1C2=C(C(=O)CC(C)(C)C2)C(c2ccc(O)c(Cl)c2)C2=C1CC(C)(C)CC2=O	-26	1
52	Cc1ccccc1NC(=O)c1cc2n(n1)C(C(F)(F)F)CC(c1ccc3c(c1)OCO3)N2 (stereo not drawn)	-2	19
53	C[C@@H]1C(c2ccccc2)=NN(c2ccccc2)[C@H]1C(=O)N1CCOC1=O	-5	-42
54	O=C1OC(c2ccccc2[N+](=O)[O-])=N/C1=C/c1cccc(F)c1	2	6
55	O=C(/C=C/c1ccccn1)c1ccc(NC(=O)c2cccs2)cc1	4	18
56	CN1CCC(=O)N([C@H](CO)Cc2ccccc2)CC1	-7	-7
57	Cc1ccc(C(=O)Nc2ccc(NC(=O)c3ccccc3)c(Br)c2)cc1C	-1	1
58	CCCCNC(=O)CSc1nc2ccc(N3C(=O)c4ccccc4C3=O)cc2s1	-3	-3
59	CCOc1ccc(C(O)CN2CCN(c3ccccc3C)CC2)cc1 (stereo not drawn)	2	-4
60	CC(=O)Nc1cccc(NC(=O)c2cccc(Cl)c2)c1	1	0
61	O=C(Nc1ccccc1Cl)N1CCN(C/C=C/c2ccccc2)CC1	1	6
62	Cc1cc(C(=O)Nc2nc3c(C)cc(Cl)cc3s2)on1	3	-6
63	CCc1nc2c(NC(=O)NC3CCCCC3)cccn2n1	-3	-6
64	O=C(OCCSc1sccc1[N+](=O)[O-])c1ccc(Cl)cc1	4	.
65	C=CCn1c(SCC(=O)Nc2ccc3c(c2)CCC3)nnc1-c1cccs1	5	3
66	COc1ccc(C(=O)N2CC3CC(NC(=O)c4cccnc4)C2C3)cc1F (stereo not drawn)	0	1
67	O=C(c1cc(-c2cccs2)[nH]n1)N1CCC(Cn2cnc3ccccc32)CC1	-5	4
68	CCOC(=O)CCC(=O)N1CCN(C(=O)C2CC2c2ccc3c(c2)OCO3)CC1 (stereo not drawn)	-1	-3
69	COCCC1CCN(C(=O)CN(C)C(=O)c2ccccc2F)CC1	-4	-7
70	COc1ccc(-c2nc3c(c(=O)[nH]2)CCN(C(=O)c2cc(-c4ccccc4)n[nH]2)C3)cc1	2	-2
71	COc1ccc(CNC(=O)C2(C)CCCN(S(=O)(=O)c3cc(C)c(C)cc3C)C2)cc1 (stereo not drawn)	-1	27
72	Cc1cc(C)c(C(=O)N2CCC(CC(=O)N3CCCCCC3)CC2)[nH]1	-2	7
73	O=C(c1cn(-c2ccc(Cl)cc2)nn1)N1CCCCC1	-5	-5
74	CCOC(=O)NC(=O)C(=CNCc1ccco1)C(=O)OCC	-3	.
75	COc1cc2c(cc1OC)C(C(=O)NCc1cccs1)C(c1cccs1)N(C)C2=O (stereo not drawn)	-5	4

Reprinted from the part before: 4 compounds; new compounds follow.
cpd	molecule	Pf apPOL block	mHTT CaM bind
72	Cc1cc(C)c(C(=O)N2CCC(CC(=O)N3CCCCCC3)CC2)[nH]1	-2	7
73	O=C(c1cn(-c2ccc(Cl)cc2)nn1)N1CCCCC1	-5	-5
74	CCOC(=O)NC(=O)C(=CNCc1ccco1)C(=O)OCC	-3	.
75	COc1cc2c(cc1OC)C(C(=O)NCc1cccs1)C(c1cccs1)N(C)C2=O (stereo not drawn)	-5	4
76	CN1C(=O)C(O)(CC(=O)c2ccc(C3CCCCC3)cc2)c2ccccc21 (stereo not drawn)	-9	31
77	Cc1ccc(C(c2ccc(C)o2)c2cc([N+](=O)[O-])cc(Br)c2O)o1	-4	65*
78	N#Cc1c(SCc2ccc(Cl)nc2)nsc1SCc1ccc(Cl)nc1	.	1
79	COc1ccc([N+](=O)[O-])c(OC)c1C(N)=O	6	.
80	O=C(Nc1ccc(Cl)cc1Cl)c1cc(I)ccc1Cl	6	-10
81	COc1ccc(Nc2nc3nonc3nc2Nc2c(C)n(C)n(-c3ccccc3)c2=O)cc1	2	2
82	Cc1noc(NS(=O)(=O)c2ccc(NC(=O)/C=C/c3ccc(Cl)cc3)cc2)c1C	-5	19
83	COc1cc(C(=O)Nc2cccc(-c3nc4ncccc4o3)c2)cc(OC)c1OC	-8&0	48&8
84	COc1cccc(-n2ccn3cc(-c4ccc(Br)cc4)nc3c2=O)c1	-2	1
85	COc1ccccc1NC1CC(=O)N(c2ccc(Br)cc2)C1=O (stereo not drawn)	-4	-4
86	COc1ccc(C)cc1NS(=O)(=O)c1cccc2cccnc12	-1	-3
87	Cc1cccc(C)c1N1C(=O)C2C3C=CC(C3)C2(C)C1=O (stereo not drawn)	-12	2
88	Nc1ccc(Oc2nc3ccccc3n3cnnc23)cc1	0	-3
89	O=C(Cc1ccc([N+](=O)[O-])cc1)NCc1cccs1	2	-2
90	CC1CN(C(=O)c2nn(C)c3ccccc23)CC1c1nc(-c2ccncc2)no1 (stereo not drawn)	4	25

Sorted by length of the SMILES (smallest number first): 4 of the compounds above
cpd	molecule	Pf apPOL block	mHTT CaM bind
89	O=C(Cc1ccc([N+](=O)[O-])cc1)NCc1cccs1	2	-2
85	COc1ccccc1NC1CC(=O)N(c2ccc(Br)cc2)C1=O (stereo not drawn)	-4	-4
76	CN1C(=O)C(O)(CC(=O)c2ccc(C3CCCCC3)cc2)c2ccccc21 (stereo not drawn)	-9	31
77	Cc1ccc(C(c2ccc(C)o2)c2cc([N+](=O)[O-])cc(Br)c2O)o1	-4	65*

(further entries)
cpd	molecule	Pf apPOL block	mHTT CaM bind
91	CC1(O)CCCCCCCCCCC1	3	.
92	CCN(CC)S(=O)(=O)c1ccc2oc(C(=O)Nc3ccc(F)c(Cl)c3)c(C)c2c1	-4	-11
93	O=C(c1ccccc1C(F)(F)F)N1CCc2nc3cc[nH]n3c(=O)c2C1	-6	10
94	COc1ccc(N2CCN(CCNC(=O)c3c(F)cccc3Cl)CC2)cc1	-3	-10
95	COC(=O)Oc1ccc2c(=O)c(Oc3ccc(C)cc3)coc2c1	16	80*
96	COc1ccc(C(=O)NC(N2CCCCCC2)C(Cl)(Cl)Cl)cc1 (stereo not drawn)	-2	11
97	COc1ccc(NC(=O)CC2CCC2)cc1	5	-6
98	Cc1ccc([C@H]2C[C@H](n3cc(C4CC4)nn3)[C@@H](O)CN2C(=O)C2CCCCC2)cc1	-6	17
99	O=C(CCSc1ccccc1)N1CCN(c2ccc3nnc(C4CC4)n3n2)CC1	-11	-4
100	Cc1cccc(OCc2nc(-c3ccc([N+](=O)[O-])cc3)no2)c1	-2	-4
101	N#CC(=Cc1ccccc1)c1nc2ccccc2[nH]1	-12&0	.
102	CCCN1CC2=C(C1=O)C(c1ccc(OC)cc1)NC(=O)N2C (stereo not drawn)	1	0
103	O=C(CSc1nnnn1-c1ccc2c(c1)OCO2)N1CCCCC1	-11	0
104	CCN(CC)S(=O)(=O)c1ccc2oc(C(=O)Nc3ccc(OC)cc3OC)c(C)c2c1	-5	12
105	O=C(NC1CCCCC1)C1c2ccccc2C(=O)N1Cc1ccco1 (stereo not drawn)	-2&-14	23
106	COc1ccc(C2(CNCC(O)c3cccc([N+](=O)[O-])c3)CCCC2)cc1OC (stereo not drawn)	-2	1
107	Cn1c(C(=O)N2CCN(C3CCCCC3)CC2)cc2c1CCN(Cc1ccccc1)C2	2	48
108	CC(=O)N1N=C(c2ccc(F)cc2)Cn2c1nc1c2c(=O)n(C)c(=O)n1C	-10	0
109	CC1(C)CC(=O)C=C(Nc2ccc3c(c2)CCC3)C1	-6	-2
110	O=C(NC1CCCCC1)c1cnc2n(c1=O)CCS2	-3	3
111	COc1cccc(S(=O)(=O)Nc2cccc(C(F)(F)F)c2)c1	-9	-27
112	COc1ccc(OC)c(NCc2nnc3n2CCCCC3)c1	2	28
113	Cc1ccc(N(CC(=O)Nc2ccccc2C(N)=O)S(=O)(=O)c2ccc(F)cc2)cc1	1	4
114	O=C(NCc1ccc(N2CCCCCC2)nc1)c1cc(F)cc(F)c1	-1	-2
115	Cc1scc2nc(C(=O)NCc3ccc(F)cc3)nc(N3CCCC3)c12	-19	81*
116	COc1ccc(OC)c(C2=NOC(C(=O)Nc3cccc(C(F)(F)F)c3)C2)c1 (stereo not drawn)	-6	-5
117	C=COCCNCc1ccc(Cl)s1	.	-44
118	O=C(NCC1COC2(CCCCC2)O1)C1c2ccccc2Oc2ccccc21 (stereo not drawn)	-6	-14
119	COc1cc2c(C(=O)NCCN3CCOCC3)cn(C)c(=O)c2cc1OC	-8	7
120	O=S(=O)(Nc1ccc(Br)cc1)c1ccc(F)cc1	-5	-17&-19
121	CNC(=O)c1cc2n(n1)CCCN(Cc1cccc(C)c1)C2=O	1	1
122	CC(C)NC(=O)c1ccccc1OCC1CCN(C(=O)C2CCC2)CC1	3	-6

Source: PubChem BioAssay (University of Kansas High Throughput Screening Laboratory)
